# hcGAS lum = Primary biochemical luminescence assay for human cyclic GMP-AMP synthase inhibitors. Q8N884. recombinant h-cGAS, ATP depletion, Kinase-Glo luminescence. inhibition, % at 12.5 µM. actives 0.081% (n = 290,000). AID 1259398, 2018;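 further: 0% = vehicle reaction and 100% = reaction without DNA for no activity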
# Target sequence (Q8N884 whole entry, looked up): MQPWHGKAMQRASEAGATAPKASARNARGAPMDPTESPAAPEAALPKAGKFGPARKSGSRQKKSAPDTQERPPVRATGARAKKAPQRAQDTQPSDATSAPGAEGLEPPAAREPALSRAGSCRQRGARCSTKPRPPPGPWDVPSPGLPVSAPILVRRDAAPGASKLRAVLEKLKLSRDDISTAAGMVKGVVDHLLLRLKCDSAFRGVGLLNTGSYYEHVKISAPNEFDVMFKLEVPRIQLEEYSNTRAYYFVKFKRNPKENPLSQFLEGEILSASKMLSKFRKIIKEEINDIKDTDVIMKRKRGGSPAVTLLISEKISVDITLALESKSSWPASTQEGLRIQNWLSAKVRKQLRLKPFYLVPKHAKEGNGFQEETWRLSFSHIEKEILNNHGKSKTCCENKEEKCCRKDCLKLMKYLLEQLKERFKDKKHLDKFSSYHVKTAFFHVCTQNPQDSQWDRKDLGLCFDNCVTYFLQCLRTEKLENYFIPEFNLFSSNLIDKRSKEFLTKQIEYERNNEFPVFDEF
# NPYLR7 ag = agonists of mosquito NPYLR7 receptor, primary screen, cell-based, Aedes aegypti, calcium fluorescence, mosquito biting behavior; HEK293T NPYLR7/Galpha15, GCaMP6s calcium fluorescence; activation, % at 10 µM; actives 0.15% (n = 270,000); AID 1259423, 2018; in the data active means activation above about 40%;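 further: 0% = vehicle and 100% = reference agonist at the receptor; some compounds past the cut are filed as inactive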
# mcGAS lum = cyclic GMP-AMP synthase inhibitors, mouse, primary biochemical chemiluminescence. Q8C6L5. recombinant cGAS, Kinase-Glo ATP depletion luminescence. inhibition, % at 12.5 µM. actives 0.15% (n = 160,000);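 further: 0% = negative control wells and 100% = reference inhibitor with no enzyme activity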
# * = called active by the depositor; nt = not tested or not shown; & = joins results of further samples. Unless noted, no stated cut-off is given here; in the data, active means inhibition above about 40%; inactive means the rest.
SMILES,hcGAS lum,NPYLR7 ag,mcGAS lum
CNc1ncc(CN(C)C(=O)[C@@H]2C[C@@H](NC(=O)c3cccs3)CN2)cn1,-3,4,-11
Cc1cc(C)n(C2CCN(C(=O)c3cc4n(n3)CCCN(C)C4)C2)n1 (centres undefined),-1,1,nt
Cc1ccccc1CN1CCN(Cc2nccn2C)CC1,-5,15,nt
CC1CCCCN1C(=O)CSc1nnc(NC2CCCCC2)s1 (centres undefined),-11,-6,nt
COc1cc(NC(=O)CN2Cc3ccc(-c4cncnc4)nc3C2=O)cc(OC)c1,-3,-13,-4
CC(NC(=O)COc1ccc(Br)cc1Br)c1ccco1 (centres undefined),-2,-1,-5
Cc1ccccc1C(=O)NC1CCN(c2ccccc2C(=O)N(C)C2CCCCC2)CC1,2,-5,-2
Cc1nnc2n1N=CC=C(c1ccccc1)S2,-8,5,nt
CCc1noc(C(C)n2cnc3c(C)csc3c2=O)n1 (centres undefined),-14,13,nt
O=C(Cn1cnc2ccccc2c1=O)NC1CCc2cc(Cl)ccc21 (centres undefined),-8,3,nt
CCOc1ccccc1-c1nc(CC(=O)NC2CCS(=O)(=O)C2)cs1 (centres undefined),-2,6,nt
Cc1nc(CNS(=O)(=O)Cc2ccc(Br)cc2F)cs1,-11,-6,-16
NC(=NO)C(c1ccccc1)c1ccccc1,-7,-16,nt
Cc1cc2nc(NC(=O)C3(C)CCCN(C(C)C)C3)[nH]c2cc1C (centres undefined),-15,-1,nt
CCCNC(=O)N1CCN(c2ccc(OC)cc2)C(=O)C1C (centres undefined),-8,5,-5
CCOCCn1cnc(-c2ccccc2)c1-c1ccc2c(C)cc(=O)oc2c1,-7,-8,nt
O=C1C(=O)N(CCN2CCOCC2)C(c2ccc([N+](=O)[O-])cc2)C1=C(O)c1ccc(Cl)cc1 (centres undefined),8,7,2
COc1ccc(N2C(=O)CSC2c2ccc(F)cc2)cc1Cl (centres undefined),-4,-4,nt
Cc1ccccc1OCC(=O)NC(C(=O)N/N=C\c1ccc(Cl)c([N+](=O)[O-])c1)C(C)C (centres undefined),1,4,nt
COCCCNC(=O)c1nn(-c2ccc(OC)cc2)c(=O)n(Cc2ccc(F)cc2)c1=O,2,3,0
O=C(NC1CCN(C(=O)c2c(F)cccc2F)CC1)c1ccsc1,-5,-4,-13
CC(C)CN(CCC(=O)N1CCOCC1)c1nc(-c2ccco2)nc2cc(Cl)ccc12,0,15,-7
O=C(NC1CCc2ccccc21)c1ccc(-c2cc(-c3ccccc3)n[nH]2)cc1 (centres undefined),-2,18,-4
CCOC(=O)c1sc(NC(=O)C(C)Oc2ccc(Cl)cc2)nc1C (centres undefined),-3,2,-5
CS(=O)(=O)c1ccc(-c2ccccc2C(=O)N2CCN(C(=O)c3ccco3)CC2)cc1,-6,-3,-5

# The listing continues:
SMILES,hcGAS lum,NPYLR7 ag,mcGAS lum
CCOC(=O)N1CCN(Cc2cnc(S(C)(=O)=O)n2CC2CCCO2)CC1 (centres undefined),-4,4,nt
CCN(CC)C(=O)c1csc(COc2ccc3c(c2)OCO3)n1,-1,-6,2
COCc1cc(N2CCN(c3ccccc3F)CC2)nc(SCc2ccc(C(=O)N3CCOCC3)cc2)n1,-10,5,-4
Cc1oc(-c2cc3c(cc2Cl)OCO3)nc1CN1CCN(c2ncccn2)CC1,-5,18,nt
COc1ccc(C(=O)N2CCN(C(C(=O)NCc3cccc(F)c3)C3CCCC3)CC2)cc1OC (centres undefined),2,-22,2
OCc1ccc(-c2nccn2-c2ccc(Oc3ccccc3)nc2)o1,-2,2,-8
CCNC(=O)c1coc(CN(Cc2ccccc2)Cc2ccc(F)cc2F)n1,0,19,-6
COC(=O)c1sccc1NC(=O)c1nn(Cc2ccccc2)c(=O)c2ccccc12,-2,-1,nt
NC(=O)Cn1cc(Br)ccc1=O,-7,0,nt
CCOCC(=O)NCc1nnnn1C1CCCCC1,-7,4,-8
CCn1c(CC2CCN(C(=O)c3cn4cc(C)ccc4n3)CC2)n[nH]c1=O,-5,8,-10
Nc1nc(Cl)nc2c1ncn2[C@@H]1O[C@H](CO)[C@H](O)C1O (some centres undefined),-2,97*,-3
CCCS(=O)(=O)N1CCCC(C(=O)NCc2ccc(Cn3ccnc3)cc2)C1 (centres undefined),0,2,nt
Cc1ccccc1C1CCCN1C(=O)c1cccc(NCC(=O)O)c1 (centres undefined),-4,0,nt
O=S(=O)(c1ccc(Cl)cc1)N1CCCC(OCc2ccccc2)C1 (centres undefined),-1,-4,nt
CSc1ccc(C(=O)N2CCc3c(cnc(C)c3CNC(=O)/C=C/c3ccccc3)C2)cc1,-1,0,-24
COCCn1c(SCC(=O)Nc2cc(C(C)(C)C)nn2C)nc(C)c1C,-1,-1,nt
CC(=O)c1ccc2c(c1)N(Cc1ccc(Cl)cc1)C(=O)C(C)S2 (centres undefined),0,3,nt
Cc1ccccc1CN1CCC(CN(CC2CCCO2)C2CCOCC2)CC1 (centres undefined),-4,8,nt
CN(c1ccccc1)c1ccccc1NC(=O)CN1CSCC1=O,-12,1,-6
Cc1ccc(Nc2nc(NCc3ccco3)nc3[nH]ncc23)cc1,-10,1,nt
Cc1ccc(Cl)cc1S(=O)(=O)NCCc1ccc(N2CCCC2)cc1,-1,-7,nt
CCOC(=O)CSCC(=O)Nc1nnc(-c2cccc([N+](=O)[O-])c2)s1,-4,-3,-5
CCCc1ccccc1N1C(=O)CSC1c1cccc(NC(=O)Cc2ccc(OC)cc2)c1 (centres undefined),0,2,-3
CS(=O)(=O)c1ccc(-c2ccccc2C(=O)N2CCN(C(=O)C3c4ccccc4Oc4ccccc43)CC2)cc1,-3,-9,nt

# Further structures follow:
SMILES,hcGAS lum,NPYLR7 ag,mcGAS lum
Cc1cc(N2CCN(C(=O)Cn3nnnc3CN3CCCC3)CC2)cc(C)n1,-1,-4,nt
Cc1ccccc1-c1cc(O)c2c(c1)CN(Cc1cccnc1)CCO2,-4,-1,-23
CCC(c1nc(CC2CCN(C)CC2)no1)n1cccn1 (centres undefined),-2,5,nt
COc1ccc(-c2nn(CC(=O)Nc3ccccc3OC)c(=O)c3nc(C)sc23)cc1,-1,-1,-8
Cc1cc(NC(=O)C(C)(C)C)nc2c1c(=O)oc1ccccc12,-10,-1,nt
COc1ccc(S(=O)(=O)Oc2cccc(CN(CC3CCCO3)C(=O)c3cccs3)c2)cc1 (centres undefined),0,nt,-6
COc1ccc(S(=O)(=O)NCC2CCCO2)cc1N1CCN(S(=O)(=O)c2ccc(F)cc2F)CC1 (centres undefined),-9,4,-8
Fc1cccc(CN(CCN2CCOCC2)Cc2cccn2Cc2cccc(C(F)(F)F)c2)c1,-8,0,-4
Cc1ccc(Cl)c2sc(NCCCn3ccnc3)nc12,3,3,nt
O=C(CCc1ncc(-c2ccccc2Cl)o1)NCc1ccc(F)cc1,-9,4,nt
CCCc1nc2ccc(NC(=O)c3ccccc3)cn2n1,-1,-3,-6
CC(SCCS(N)(=O)=O)c1ccc(Cl)cc1 (centres undefined),-5,7,nt
COc1cc(N)c(Cl)cc1C(=O)NC1CCN(Cc2ccccc2)CC1,0&-3,3&-1,nt
O=C(CCC(=O)c1cccs1)OCC(=O)c1ccc(Cl)s1,5,6,2
C(CC=Nc1ccccc1)=Nc1ccccc1,-5&-6,0&7,nt
c1ccc(COC2CCCN(Cc3cnc(CC4CCCC4)[nH]3)C2)nc1 (centres undefined),-5,-2,nt
CC(C)CN(CC1CN(CC(O)COCc2ccco2)CCO1)C(=O)c1ccc(F)cc1 (centres undefined),-4,nt,-5
COc1ccc(CN(Cc2cccc(C(F)(F)F)c2)Cc2nc(C(=O)NC3CC3)co2)c(OC)c1,-2,9,-4
CCCc1cc(=O)[nH]c(-n2nc(C)cc2NC(=O)c2ccc(Br)cc2)n1,-6,4,-6
COc1ccc(Cn2c(C)cc(O)c(C(c3cccc(F)c3)N3CCN(C)CC3)c2=O)cc1 (centres undefined),-8,14,nt
O=C(NCCOc1ccc(-c2ccc(F)cc2)nn1)C1CCCC1,-8,-4,-7
O=C(O)CN1C(=O)/C(=C\c2ccccc2OCc2cccc3ccccc23)SC1=S,-5,-7,-3
CCOC1=NN(c2ccc([N+](=O)[O-])cc2)C(=O)/C1=C\c1ccc(OCC)cc1,-8,1,-10
O=c1oc2ccc([N+](=O)[O-])cc2cc1-c1csc(Nc2cc(C(F)(F)F)ccc2Cl)n1,-6,-3,-4
COCc1cc(C)nc(OCC(=O)N/N=C\c2ccc(-c3ccc(Cl)cc3Cl)o2)c1C#N,-5,-10,-4

# Continued.
SMILES,hcGAS lum,NPYLR7 ag,mcGAS lum
NC(=O)C1CCN(S(=O)(=O)c2ccc(Cl)cc2Cl)CC1,-2,4,-6
Oc1[nH]c2ccc(F)cc2c1N=Nc1ccc(F)cc1F,-5,-2,nt
COc1cc(S(=O)(=O)NCc2ccco2)c(OC)cc1Cl,-4,6,nt
COc1cc(CNC(C)c2cnn(-c3cccc4ccccc34)c2C)cc2c1OCO2 (centres undefined),-7,9,-8
CCNC(=O)NC(=O)C(C)OC(=O)c1c(F)cccc1Cl (centres undefined),-4,-2,nt
CCOc1ccccc1CN1CCN(Cc2c[nH]c3ccccc23)CC1CCO (centres undefined),0,3,nt
O=C(Nc1cccc(-c2ccsc2)c1)N1CCCC(O)C1 (centres undefined),-6,17,-12
O=C(Nc1ccncc1)c1ccc(CNS(=O)(=O)c2ccccc2F)cc1,-5,-1,-4
COc1ccccc1C(=O)N1CCSC1c1ccc(OCc2ccccc2)cc1 (centres undefined),-4,8,-6
Cc1cc(-n2c(C)cc(C(=O)NC(C)C)c2C)no1,-17,-1,nt
CSc1nnc(C)c(=O)n1COC(=O)c1ccc([N+](=O)[O-])cc1,-9,-2,-7
C=C1c2ccccc2NC(=O)N1CC(C(C)C)N1CCOCC1 (centres undefined),-5,5,-6
COc1ccc(C(O)P(=O)(OC2CCCCC2)c2ccc(N(C)C)cc2)cc1OC (centres undefined),1,0,nt
N#Cc1c(C2CCOC2)cc(-c2ccc(O)cc2)nc1N (centres undefined),-10,16,nt
O=C(CN1CCCC(C(F)(F)F)C1)Nc1nccs1 (centres undefined),5,2,nt
CC1CC(Sc2nnc(-c3ccc(C(C)(C)C)cc3)n2C2CCCC2)C(=O)O1 (centres undefined),-5,0,nt
CCCCNC(=O)CC1Nc2cc(C)c(C)cc2NC1=O (centres undefined),-6,0,nt
COc1cccc(C2=NC(=O)C(CC(=O)Nc3cc(C(F)(F)F)ccc3Cl)S2)c1 (centres undefined),-2,3,nt
Cc1ccc(CN(CC(O)COCC(C)C)CC2CC2)o1 (centres undefined),-2,14,-2
Cc1nn(C(C)(C)C)c(OC(=O)c2ccc3c(c2)OCO3)c1S(=O)(=O)c1ccccc1,-6,0,-8
CC1CCc2sc(C(=O)O)cc2C1 (centres undefined),2,3,nt
Cc1ccn(CC(=O)N2CCC(C3(Cc4cccc(F)c4)NC(=O)N(CC(C)C)C3=O)CC2)n1 (centres undefined),-9,4,-13
Cc1ccc(N(C(C)C)S(=O)(=O)c2cncc(F)c2)cc1,-4,4,nt
C=C(C)CN(C)C(=O)c1coc(COc2ccc3c(c2)OCO3)n1,-8,1,nt
CCNC(=O)N(Cc1cc(NC(=O)c2cccc(F)c2)ccc1N(C)C)C(C)C,-8,-3,-8
COC(=O)C1=C(O)/C(=C\c2ccc(OC)c(OC)c2OC)SC1=Nc1ccc(C(F)(F)F)cc1,-1,-8,-3
CCOC(=O)Cn1c(O)c(N=NC(=O)CNC(=O)/C=C/c2ccccc2OC)c2ccccc21,-3,10,-5
CC(C)(C)NC(=O)COc1ccccc1C(=O)N1CCCCC1,-16&-8,-1&10,-8
CCOC(=O)N1CCN(Cc2ccc3c(c2)CN(C(=O)C#Cc2ccccc2)CCO3)CC1,-7,17,-12
CN(C)C(=O)Sc1cccc(NC(=O)c2cccc(N(C)C)c2)c1,-4,6,-12

# A run of entries from the list above:
SMILES,hcGAS lum,NPYLR7 ag,mcGAS lum
O=C(Nc1cccc(-c2ccsc2)c1)N1CCCC(O)C1 (centres undefined),-6,17,-12
O=C(Nc1ccncc1)c1ccc(CNS(=O)(=O)c2ccccc2F)cc1,-5,-1,-4
COc1ccccc1C(=O)N1CCSC1c1ccc(OCc2ccccc2)cc1 (centres undefined),-4,8,-6
Cc1cc(-n2c(C)cc(C(=O)NC(C)C)c2C)no1,-17,-1,nt
CSc1nnc(C)c(=O)n1COC(=O)c1ccc([N+](=O)[O-])cc1,-9,-2,-7
C=C1c2ccccc2NC(=O)N1CC(C(C)C)N1CCOCC1 (centres undefined),-5,5,-6
COc1ccc(C(O)P(=O)(OC2CCCCC2)c2ccc(N(C)C)cc2)cc1OC (centres undefined),1,0,nt
N#Cc1c(C2CCOC2)cc(-c2ccc(O)cc2)nc1N (centres undefined),-10,16,nt
O=C(CN1CCCC(C(F)(F)F)C1)Nc1nccs1 (centres undefined),5,2,nt
CC1CC(Sc2nnc(-c3ccc(C(C)(C)C)cc3)n2C2CCCC2)C(=O)O1 (centres undefined),-5,0,nt
CCCCNC(=O)CC1Nc2cc(C)c(C)cc2NC1=O (centres undefined),-6,0,nt
COc1cccc(C2=NC(=O)C(CC(=O)Nc3cc(C(F)(F)F)ccc3Cl)S2)c1 (centres undefined),-2,3,nt
Cc1ccc(CN(CC(O)COCC(C)C)CC2CC2)o1 (centres undefined),-2,14,-2
Cc1nn(C(C)(C)C)c(OC(=O)c2ccc3c(c2)OCO3)c1S(=O)(=O)c1ccccc1,-6,0,-8
CC1CCc2sc(C(=O)O)cc2C1 (centres undefined),2,3,nt
Cc1ccn(CC(=O)N2CCC(C3(Cc4cccc(F)c4)NC(=O)N(CC(C)C)C3=O)CC2)n1 (centres undefined),-9,4,-13

# Screening results as filed in PubChem BioAssay.

# Outcome played no part in choosing rows; about 0.29% have a hit in one of these screens.
